Compound activity (PubChem BioAssay)
HTT aggregate = qHTS Multiplex Assay to Identify Dual Action Probes in a Cell Model of Huntington: Aggregate Formation (GFP). PC12 HttQ103-GFP aggregates, Acumen cytometry, 40 h. AID 1688, 2009. Potency, µM (series often up to 46.1 µM), without a hit: at the top dose activity change, negative = inhibition, most hits filed as inhibitors. actives 1.1% (n = 220,000); also: potency is read from the fitted curve at half-maximal effect; % is scaled to controls: 0 for no effect and ±100 for the full control effect; nearly all actives have a fitted effect of over 60% in size
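Ecdysone-promoter PC12 model expressing HTT exon 1 Q103 fused to GFP, induced by tebufenozide at 100 nM final. Compounds titrated; aggregates sized 1–25 µm scored on a 488 nm laser cytometer.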
Epigenetic derep = Quantitative High-Throughput Screen for Regulators of Epigenetic Control; Potency, µM (series often up to 53.9 µM), for inactives: at the highest dose GFP activation, hits mostly activators; actives 0.2% (n = 280,000); murine LDR cells, GFP reporter derepression, 30 h; also: potency is read from the fitted curve at half-maximal effect; % of control where 0% means no effect; nearly all actives have a fitted effect of over 60% in size
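Readout is the number of GFP-expressing murine LDR cells, counted by cytometry following washing. Cells were treated with compound for 30 h at 37 C; the stably integrated CMV-GFP locus is normally silent.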
KinaseGlo FLuc = Counterscreen for Luciferase (Kinase-Glo TM) Inhibition; Luciferin 4-monooxygenase (Photuris pensylvanica), Q27757; Kinase-Glo luciferase, ATP luminescence, 8 min; Potency, µM (titrated, usually from 38.3 µM), for the others: at the highest dose activity change, negative = inhibition, usual class: inhibitors; actives 0.28% (n = 200,000); also: potency is read from the fitted curve at half-maximal effect; % is scaled to controls: 0 for no effect and ±100 for the full control effect; nearly all actives have a fitted effect of over 60% in size
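Compound is pinned into ATP-containing buffer (10 uM ATP, imidazole pH 7.2, 7 mM MgCl2). Kinase-Glo luciferase reagent is then added. Light output is recorded following an 8-min room-temperature incubation.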
NPSR antag = qHTS Assay for Antagonists of the Neuropeptide S Receptor: cAMP Signal Transduction | CHO-NPSR cells, cAMP TR-FRET, antagonist mode | actives 1% (n = 220,000) | Q6W5P4 | Potency, µM (top dose mostly 38.3 µM), without a hit: at the highest dose activity change, negative = inhibition, most hits filed as inhibitors; also: potency is read from the fitted curve at half-maximal effect; % is scaled to controls: 0 for no effect and ±100 for the full control effect; nearly all actives have a fitted effect of over 50% in size; many of its hits are not listed in these tables
Target sequence (Q6W5P4 whole entry, looked up): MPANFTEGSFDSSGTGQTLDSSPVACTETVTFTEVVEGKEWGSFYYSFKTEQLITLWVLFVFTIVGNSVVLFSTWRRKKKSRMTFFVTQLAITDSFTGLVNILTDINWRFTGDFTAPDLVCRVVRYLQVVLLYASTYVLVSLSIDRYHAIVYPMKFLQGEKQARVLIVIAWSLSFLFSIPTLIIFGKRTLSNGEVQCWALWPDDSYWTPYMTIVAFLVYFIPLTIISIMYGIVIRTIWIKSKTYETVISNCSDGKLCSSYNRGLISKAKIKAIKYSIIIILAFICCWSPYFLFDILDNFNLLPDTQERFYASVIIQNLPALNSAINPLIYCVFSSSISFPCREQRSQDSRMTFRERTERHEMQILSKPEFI
IMPase Li inh = qHTS Assay for Identifying the Cell-Membrane Permeable IMPase Inhibitors: Potentiation with Lithium. CHO-M1 cells, IP1 TR-FRET (IP-One), carbachol + lithium. Potency, µM (top dose mostly 59.4 µM), for the others: at the top dose activity, negative = IMPase inhibition, actives largely listed as inhibitors. actives 0.35% (n = 210,000);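 also: IP1 builds up when IMPase is blocked and the TR-FRET signal falls; potency is read from the fitted curve at half-maximal effect; plate controls were basal vehicle for no effect and high inhibitor control for full effect; nearly all actives have a fitted effect of over 50% in size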
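Test compounds were applied to CHO-M1 cells previously cultured for 16–30 h at 2000 per well. A small lithium amount accompanied them; after 30 min at 37C, IP1 was quantified by TR-FRET.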
L3MBTL1 block = qHTS Assay for the Inhibitors of L3MBTL1; Lethal(3)malignant brain tumor-like protein 1 (Homo sapiens), Q9Y468; AlphaScreen L3MBTL1–H3K9me1 peptide binding; Potency, µM (top dose mostly 57.1 µM), for inactives: at the highest dose activity, negative = inhibition, hits mostly inhibitors; actives 0.66% (n = 230,000); AID 485360, 2010; also: potency is read from the fitted curve at half-maximal effect; % is scaled to controls: 0 for no effect and ±100 for the full control effect; nearly all actives have a fitted effect of over 60% in size
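L3MBTL1 50 nM + b-AHA-H3(1-15)K9me1 75 nM, 30 min RT; compound added, 30 min RT; streptavidin donor/Ni-chelate acceptor beads 10 ug/mL each final, 30 min RT dark; AlphaScreen read.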
CBFb-RUNX1 inh = qHTS Assay for Compounds Blocking the Interaction Between CBF-beta and RUNX1 for the Treatment of Acute Myeloid Leukemia; Runt-related transcription factor 1 (Homo sapiens) + Core-binding factor subunit beta …; AlphaScreen CBFb-His/RUNX1-biotin binding, biochemical; Potency, µM (series often up to 59.8 µM), inactives show at the top dose activity, negative = inhibition, actives largely listed as inhibitors; 230,000 tested, under 10 active; AID 1477, 2009; also: % of control where 0% means no effect
Target sequence (Q01196 whole entry, looked up): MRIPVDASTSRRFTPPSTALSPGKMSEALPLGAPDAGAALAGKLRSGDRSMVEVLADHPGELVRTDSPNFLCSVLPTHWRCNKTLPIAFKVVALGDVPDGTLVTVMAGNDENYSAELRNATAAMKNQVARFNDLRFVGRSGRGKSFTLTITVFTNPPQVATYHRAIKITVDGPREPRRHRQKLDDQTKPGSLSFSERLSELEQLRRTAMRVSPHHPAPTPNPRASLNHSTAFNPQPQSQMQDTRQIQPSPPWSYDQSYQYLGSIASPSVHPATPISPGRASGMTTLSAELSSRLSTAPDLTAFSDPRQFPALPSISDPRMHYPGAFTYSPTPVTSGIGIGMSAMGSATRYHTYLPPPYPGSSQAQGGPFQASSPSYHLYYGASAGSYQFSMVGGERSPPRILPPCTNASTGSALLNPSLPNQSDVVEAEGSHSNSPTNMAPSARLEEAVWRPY
Target sequence (Q13951 whole entry, looked up): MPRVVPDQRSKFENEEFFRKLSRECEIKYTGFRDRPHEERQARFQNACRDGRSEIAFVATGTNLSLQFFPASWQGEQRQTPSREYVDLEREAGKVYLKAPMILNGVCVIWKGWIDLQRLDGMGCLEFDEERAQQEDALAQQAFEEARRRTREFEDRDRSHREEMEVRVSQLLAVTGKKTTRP
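CBFb-His/RUNX1-biotin, 30 nM each, preincubated 20 min RT; compound 15 min RT; Ni + streptavidin beads 50 ng each, 90 min RT; AlphaScreen read.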
* marks the source's active call; other numbers are inactive results; ? = inconclusive; . = not tested or not shown; & = joins results of further samples; [ ] = another dose, or the depositor's remark. Calls follow the shape of the dose curve; as a rule, active = well fitted curve in the direction sought with a large enough effect; inconclusive = small, poorly fitted or top-dose-only effect, or another doubt; inactive = no such curve, though single readings can be large; an effect the other way counts as inactive or inconclusive. An excerpt, so the mix of outcomes need not match the whole.

Each structure is followed by: HTT aggregate | Epigenetic derep | KinaseGlo FLuc | NPSR antag | IMPase Li inh | L3MBTL1 block | CBFb-RUNX1 inh
- CCN(CC)c1ccc(CNCc2cccs2)cc1
→ 0% | 0.9% | -3% | 6% | 12% | -8% | -17%
- O=C(Nc1nccs1)c1ccc(Cl)cc1[N+](=O)[O-]
→ 5% | -1.2% | -3% | -2%[46.1 µM] | -5%[38.3 µM] | -2% | -9%
- Cc1cccc(N2CCN(Cc3nc(-c4cccc(Oc5ccccc5)c4)oc3C)CC2)n1
→ 14%[9.22 µM] | 1.0% | 0% | 20% | 12% | ? | -3%
- Nc1ccccc1SCc1ccccc1Cl
→ 21%[9.22 µM] | 0.0% | . | 9% | . | 17% | -5%
- C#CC(CC)(CC)NC(=S)Nc1cccc(C(C)=O)c1
→ -7% | -1.0% | 2% | -12% | 15% | 1% | -4%
- COc1ccc(CCC(=O)Nc2cc(S(C)(=O)=O)ccc2Cl)cc1
→ 4% | -2.5% | 4% | -5% | 2% | -1% | 16%
- C=CCN1C(=O)/C(=C/c2ccccc2)S/C1=N/c1nccs1
→ 11% | 0.0% | 4% | -7% | 6% | 0% | 6%
- CN1C[C@@H]2C(c3ccc(Cl)nc3)C3(c4ccc(C#N)cc4)CC2(C3)[C@H]1c1ccccc1 (some centres not stated)
→ -3%[9.22 µM] | 2.9%&-1.1% | -1% | -6% | 22% | . | 3%&4%
- C[C@]1(C(=O)O)Cc2oncc2C[C@@H]1C(=O)O
→ 16% | -0.3% | -5% | 13% | -8% | 15% | 17%
- Cc1ccc(OCC(=O)N2CCN(S(C)(=O)=O)CC2)cc1
→ -25%[9.22 µM] | 1.7% | . | 9% | . | . | 23%
- Cc1nc(C(=O)NC2CC2)sc1C1(C)CC(c2ccccc2)=NO1 (configuration not stated)
→ -28%[9.22 µM] | -3.2% | . | -1% | . | . | 22%
- CCOC(=O)CCCCC(=O)c1[nH]c(=O)[nH]c1CSCCO
→ 0% | 0.8% | 1% | -3%[46.1 µM] | 24%[38.3 µM] | . | ?
- Cc1cc(C)n(-c2nc3c(c(=O)[nH]c(=O)n3C)n2CC(O)c2ccccc2)n1 (configuration not stated)
→ 7% | 0.0% | 5% | 9%[46.1 µM] | -3%[38.3 µM] | 0%[11.4 µM] | 7%
- O=C(COC(=O)CCc1nc2ccccc2c(=O)[nH]1)NC(c1ccccc1)c1ccccc1
→ -36%[9.22 µM] | 1.6% | . | 1% | . | . | 23%
- Cc1ccc2nc(C)c3c(c2c1)N(c1ccc(F)cc1)CC3
→ 9%[9.22 µM] | 0.0% | . | -28% | . | 6% | 6%
- C=CCn1c(SCC(=O)N(CC)CC)nc(O)cc1=O
→ -7%[9.22 µM] | -0.9% | -2% | -3%[46.1 µM] | 4%[38.3 µM] | -2% | 1%
- CC(=O)c1ccc(NC(=O)C2CC(=O)N(C(C)C)C2)cc1 (configuration not stated)
→ 24% | 1.1% | 1% | 6% | 5% | 3% | -1%
- Cn1c(=O)[nH]c(=O)c2c1nc1n2CC(COc2ccc3ccccc3c2)O1 (configuration not stated)
→ 0%[9.22 µM] | 1.7% | . | 1% | . | . | 12%
- COc1ccc(N2CCN(CC(=O)NC(=O)NCc3ccco3)CC2)cc1
→ 19% | 0.9% | . | 8%[46.1 µM] | . | -28% | -2%
- Cc1cc(C)nc(N/N=C/c2ccccc2)n1
→ -1% | -1.1% | 3% | -23%[46.1 µM] | 6%[38.3 µM] | -4% | 0%
- COc1ccc(/C=N/NC(=O)c2sc3nc(C)cc(C)c3c2N)cc1
→ -19%[9.22 µM] | 0.0% | . | 0% | . | . | 17%
- Cc1ccc(SCC(=O)NC(=O)Nc2ccc3c(c2)OCCO3)c(C)c1
→ -3% | 1.3% | 5% | -10%[46.1 µM] | -2% | 3% | 2%
- COCc1[nH][nH]c(=O)c1C=Nc1ccc(C(F)(F)F)cc1
→ -1% | -0.4% | 0% | -1% | -2% | 17% | 5%
- Cc1ccc(C(=O)N/C(=C\c2cccs2)C(=O)NC2CCCCC2)cc1
→ -4%[9.22 µM] | -1.5% | 0% | -18%[46.1 µM] | -15%[38.3 µM] | . | -1%
- Cc1cc(C)n(CC2CC(=O)N(c3ccc(C)c(Cl)c3)C2=O)n1 (configuration not stated)
→ 15% | 5.7% | -1% | 8% | -2% | 4% | -2%
- COc1cc(C(=O)Nc2ccc(S(=O)(=O)Nc3ncccn3)cc2)c([N+](=O)[O-])cc1OC
→ -17% | -1.2% | 9% | 20% | -1% | . | 4%
- CCN(C(=O)c1cc2cc(OC)ccc2oc1=O)c1ccccc1
→ 1% | 0.0% | 3% | -10%[46.1 µM] | 16%[38.3 µM] | . | -2%
- COc1cc(C(=O)NCCc2cn3ccc(C)cc3n2)cc(OC)c1OC
→ 4% | 0.0% | 2% | -7%[46.1 µM] | 20%[38.3 µM] | 5% | 8%
- CCOc1ccccc1OCCCC(=O)N1CCN(S(=O)(=O)c2cccc(F)c2)CC1
→ -1% | -1.0% | -2% | -16%[46.1 µM] | 73%[activator][38.3 µM] | . | -4%
- CC(C)n1c(SCC(=O)N2CCCC2)nc2c1c(=O)n(C)c(=O)n2C
→ -1% | 1.0% | -1% | 2%[46.1 µM] | 0%[38.3 µM] | 0% | 1%
- CCOc1ccc(C2C(C(=O)O)c3ccccc3C(=O)N2CCN2CCOCC2)cc1 (configuration not stated)
→ 6% | 2.1% | -4% | -11%[46.1 µM] | 3%[38.3 µM] | 46%[activator] | 1%
- COc1ccc(CCNC(=O)c2ccc(CNS(=O)(=O)c3cc(C)ccc3C)cc2)cc1OC
→ -2%[9.22 µM] | 7.0% | 3% | -7%[46.1 µM] | 39%[activator][38.3 µM] | . | 1%
- CCCCc1nc2ccccc2c(N)c1CCC (tested in a mixture with another compound)
→ 9% | 0.0% | -6% | -4% | -5% | -28% | -5%
- CCOC(=O)CSc1nc(N)nc(C)c1Br
→ -12% | -0.8% | 13% | -18%[7.67 µM] | -4%[38.3 µM] | 1% | 4%
- Cc1nnc(SCc2cc(=O)n3[nH]cnc3n2)s1
→ 13% | -1.8% | 1% | -4%[46.1 µM] | 8%[38.3 µM] | -7% | 11%
- Cc1ccc(Cn2nc(C)c(NC(=O)c3nn(C)cc3Cl)c2C)cc1
→ -27% | -6.4% | 0% | -23%[46.1 µM] | -4% | 4% | 2%
- Cc1cc(N2CC(C(=O)NCc3cccs3)CC2=O)ccc1C(C)C (configuration not stated)
→ -20% | 0.0% | 0% | -2%[46.1 µM] | 14%[38.3 µM] | . | 2%
- Cc1ccc(-c2ccc(S(=O)(=O)N3CCN(C)CC3)cc2)cc1
→ -5% | -0.1% | 1% | 1%[46.1 µM] | -20%[38.3 µM] | 10% | -5%
- CCn1c(SCC(=O)Nc2nnc(C)s2)nc2c(c1=O)SC(C)C2 (configuration not stated)
→ ? | 0.0% | -1% | -11%[46.1 µM] | 13%[38.3 µM] | 4% | 8%
- Cc1nc(NC(=S)NC(=O)COc2ccccc2Cl)ccc1Br
→ -5% | 0.6% | -2% | 27% | ? | 4% | -13%
- COCCNC(=O)c1c[nH]c2cc(OC)c(OC)cc2c1=O
→ 7%[9.22 µM] | -0.4% | -1% | 0%[46.1 µM] | 10%[38.3 µM] | 1% | -2%
- O=C(NCCCN1CCN(c2ccc(F)cc2)CC1)Nc1ccc([N+](=O)[O-])cc1
→ -28% | -4.8% | 1% | -4% | 4% | . | -8%
- O=C(c1ccc2c(c1)OCCCO2)c1cccs1
→ 0% | -4.5% | -6% | 8%[46.1 µM] | -7%[38.3 µM] | 9% | 8%
- CCOC(=O)c1nc(C)sc1-c1ccnn1S(=O)(=O)c1ccccc1C(F)(F)F
→ -11%[9.22 µM] | -2.6% | . | ? | . | 9% | 7%
- COc1ccc(OCC(=O)N/N=C/c2ccc(N(C)C)cc2)cc1
→ 7% | 0.0% | -3% | -7% | 2% | . | -12%
- COc1ccc(/C=N/n2c(C)cc(C)cc2=O)cc1
→ 26% | -1.4% | -5% | 7% | -1% | 33%[activator] | -4%
- COc1c(C)cc(C(=O)C2CCCN(C(=O)c3snnc3C)C2)cc1C (configuration not stated)
→ 2%[9.22 µM] | 0.0% | . | -5% | 9% | 9% | 16%
- Cc1cc(C)c2nc(N3CCCC(C(=O)NCCN4CCOCC4)C3)sc2c1 (configuration not stated)
→ -8% | 0.0% | -7% | -1%[46.1 µM] | -11%[38.3 µM] | 1% | 7%
- O=C(Cn1cnc2ccccc21)N/N=C/c1ccccc1[N+](=O)[O-]
→ -14% | 0.0% | 0% | -14%[46.1 µM] | -1% | 36%[activator] | -4%
- CC(NC(=O)Cc1ccc([N+](=O)[O-])cc1)c1ccc2c(c1)OCO2 (configuration not stated)
→ -1%[9.22 µM] | 1.1% | . | -7% | . | . | 2%
- COc1ccc(C(=O)N2CCC(C(=O)Nc3ccccc3C)CC2)cc1OC
→ 1%[9.22 µM] | 1.0% | 3% | -20% | -9% | ? | 18%
- COc1ccc(NC(=O)/C=C/c2ccccc2)cn1
→ 5% | 0.9% | -2% | 6% | -2% | 1% | 4%
- Cc1nc(SCC(=O)N2CCOCC2)c2ccsc2n1
→ ? | -1.6% | -5% | 9%[46.1 µM] | 1%[38.3 µM] | -1% | 10%
- Cc1ccc(C(=O)Nc2nc(=O)n(C(=O)c3ccccc3C)s2)cc1
→ . | -7.0% | 5% | -21%[46.1 µM] | 38%[activator][38.3 µM] | . | -4%
- CC(=O)Nc1ccc(C)c([N+](=O)[O-])c1
→ 9%[9.22 µM] | 0.2% | -1% | -7% | 1% | 9% | 4%
- S=c1nc(C2COc3ccccc3O2)[nH][nH]1 (configuration not stated)
→ . | 0.0% | -2% | 10% | 7% | 1% | ?

Two neighbouring compounds from above, for reference:
Each structure is followed by: HTT aggregate | Epigenetic derep | KinaseGlo FLuc | NPSR antag | IMPase Li inh | L3MBTL1 block | CBFb-RUNX1 inh
- CC(=O)Nc1ccc(C)c([N+](=O)[O-])c1
→ 9%[9.22 µM] | 0.2% | -1% | -7% | 1% | 9% | 4%
- S=c1nc(C2COc3ccccc3O2)[nH][nH]1 (configuration not stated)
→ . | 0.0% | -2% | 10% | 7% | 1% | ?
